From PubChem BioAssay
M. tuberculosis GlmU: inhibition of mycobacterial GlmU enzyme – biochemical, glucosamine-1-phosphate acetyltransferase (AID 1376). M. tuberculosis GlmU acetyltransferase enzyme assay; higher % means a stronger effect. 220,000 compounds, 0.25% hits. inhibition, %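 (tested at 30 µM in the primary screen)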; hits with a dose series show IC50 in µM; in the data active = inhibition above about 13%;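 also: 0% = complete reaction with vehicle and 100% = reaction without substrate; strong numbers were not always called active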
Mtb RmlCD inh: blocks M. tuberculosis RmlC and RmlD coupled enzymes; inhibition, % at 3.6 µM; RmlC+RmlD coupled enzyme assay, percent inhibition; primary screen in compound mixtures; 160,000 compounds, 0.03% hits; P9WH09+P9WH11; AID 1533; in the data active = inhibition mostly above about 34%, no sharp cut-off; also: some results filed as inactive read as strong as hits
Target sequence (P9WH09 whole entry, looked up): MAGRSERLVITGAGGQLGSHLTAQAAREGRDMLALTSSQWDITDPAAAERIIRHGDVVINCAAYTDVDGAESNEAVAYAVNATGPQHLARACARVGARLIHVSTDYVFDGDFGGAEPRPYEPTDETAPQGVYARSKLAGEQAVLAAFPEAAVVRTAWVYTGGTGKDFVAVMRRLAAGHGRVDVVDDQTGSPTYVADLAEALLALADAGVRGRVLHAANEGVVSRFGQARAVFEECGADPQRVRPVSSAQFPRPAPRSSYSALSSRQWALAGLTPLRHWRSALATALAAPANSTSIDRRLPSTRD
Target sequence (P9WH11 whole entry, looked up): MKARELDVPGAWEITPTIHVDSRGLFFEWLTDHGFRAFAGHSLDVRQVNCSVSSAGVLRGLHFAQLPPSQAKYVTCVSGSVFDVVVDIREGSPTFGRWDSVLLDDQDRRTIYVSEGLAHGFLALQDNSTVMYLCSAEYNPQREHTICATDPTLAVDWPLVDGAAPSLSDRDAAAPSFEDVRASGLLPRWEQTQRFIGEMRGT
* hit, by the source's call; / = not tested or not shown; & = joins results of further samples.

compound	M. tuberculosis GlmU	Mtb RmlCD inh
CCC1Oc2ccc(C)cc2N(CC(=O)NCC2COc3ccccc3O2)C1=O (configuration not stated)	2.5%	29.3
COc1ccc2oc(=O)cc(C)c2c1	/	23.6
COc1ccc(CN(C)CCc2ccccn2)c(OC)c1OC	-0.7%	10.4
Cc1nc2ccc(C(=O)O)cc2[nH]1	3.0%	/
NNC(=O)CCc1c[nH]c2ccccc12	6.2%	/
CCOC(=O)C/C(C)=N/NC(=O)Nc1ccccc1	-4.3%	0.4
CCCOc1ccc(C(=O)N2CCCc3ccccc32)cc1	1.0%	-3.0
Cc1ccc(-c2nn(CCC(=O)Nc3cccnc3)c(=O)c3ccccc23)cc1	3.7%	-1.3
CCOC(=O)Nc1ccc2c(c1)nc(CN1CCN(C(C)=O)CC1)n2C	-4.3%	12.8
O=C(c1nc2ccccn2c1CNCCOc1cccnc1)N1CCOCC1	1.1%	-8.3
CC(=O)c1ccc(NC(=O)C(NC(=O)c2ccccc2)=C(C)C)cc1	-2.8%	-1.8
COc1cccc(NC(=O)C(C)SCc2ccccc2)c1 (configuration not stated)	-3.7%	9.0
Cc1ccc(Cl)cc1NC(=O)CCN1C(=O)C2C3CCC(C3)C2C1=O (configuration not stated)	5.5%	7.9
Cc1nc(C(F)(F)F)ccc1C(=O)Nc1ccc(C(F)(F)F)cn1	11.6%	11.0
Cc1cccc(C)c1N1C(=O)[C@@H]2C(c3ccccc3Cl)=NO[C@@H]2C1=O	-3.3%	-4.0
Cc1cccc(/N=C/c2c(O)n(Cc3ccc4c(c3)OCO4)c(=O)c3ccccc23)n1	1.7%	-0.1
OC1(C#Cc2c(-c3ccsc3)oc3ccc(N4CCOCC4)cc23)CCCCC1	4.6%	/
O=C(Nc1ccnc(-c2ccncc2)n1)C1CC1	-2.5%	7.2
O=C(N/N=C/c1ccncc1)/C(=C/c1ccccc1)NC(=O)c1ccccc1	4.8%	/
O=S(=O)(c1ccccc1S(=O)(=O)N1CCCCC1)N1CCCCC1	1.6%	10.5
Cc1cc(Cl)ccc1NC(=O)NC1CCN(S(=O)(=O)c2ccc(F)cc2)CC1	1.7%	14.5
COc1ccc(-c2coc3cc4oc(=O)cc(C)c4cc23)cc1F	-0.7%	/
c1ccc2[nH]c(CCNC3CCCCC3)nc2c1	-5.5%	-3.7
O=C(COC(=O)CC(c1ccccc1)c1ccccc1)NCc1ccccc1	1.3%	-11.9
O=C(NC1(C(F)(F)F)NC(=O)N(c2ccc(F)cc2)C1=O)c1cccs1 (configuration not stated)	-0.6%	-1.2
CCN(C(=O)CSc1nc2ccccc2c(=O)n1C(C)COC)C1CCS(=O)(=O)C1 (configuration not stated)	1.1%	-12.8
FC(F)(F)c1cccc(-c2ccc(-c3csnn3)o2)c1	0.2%	8.0
O=c1[nH]c(CSc2ccccn2)nc2c1cnn2-c1ccccc1	-4.7%	4.0
CCC(C)NC(=O)C1CCN(S(=O)(=O)CC)CC1 (configuration not stated)	0.9%	/
CCOC(=O)C1=C(CSc2nc3c(cc2C#N)CN(C)CC3)OC(N)=C(C#N)C1c1ccc(F)cc1 (configuration not stated)	-1.3%	/

Reprinted at random: two entries already listed
compound	M. tuberculosis GlmU	Mtb RmlCD inh
O=C(Nc1ccnc(-c2ccncc2)n1)C1CC1	-2.5%	7.2
CCOC(=O)C1=C(CSc2nc3c(cc2C#N)CN(C)CC3)OC(N)=C(C#N)C1c1ccc(F)cc1 (configuration not stated)	-1.3%	/

Further entries follow:
compound	M. tuberculosis GlmU	Mtb RmlCD inh
Cc1c(NC(=O)CSc2nnnn2-c2ccc(C(=O)O)cc2)c(=O)n(-c2ccccc2)n1C	-2.2%	-13.2
CCSc1nnc(CNc2ccc(F)cc2)n1CC1CCCO1 (configuration not stated)	4.6%	/
CCCOC(=O)CN1C(=O)c2ccccc2C1=O	-0.2%	5.5
COc1ccc(C(=O)N/C(=C\c2ccccc2)C(=O)NC(CC(C)C)C(=O)O)cc1 (configuration not stated)	5.9%	-10.3
Cc1ccc(NC2=C(Cl)C(=O)OC2NC(=O)c2ccccc2)cc1 (configuration not stated)	-3.5%	/
CCCn1c(SCC(N)=O)nc2c(c1=O)C1(CCCC1)Cc1ccccc1-2	/	12.1
Cc1csc(NC(=O)c2cc([N+](=O)[O-])cc([N+](=O)[O-])c2)n1	4.8%	-9.4
Cn1cnc([N+](=O)[O-])c1Oc1ccc2ccccc2c1	-3.7%	-2.3
c1coc(C2Nc3cccc4cccc(c34)N2)c1	2.1%	4.5
O=C(CCSc1ccc(Cl)cc1)NCc1ccncc1	6.3%	6.7
COc1ccc(CN2CCCCC2C(=O)Nc2ccc(OC)c(OCC(C)C)c2)cc1OC (configuration not stated)	-8.5%	/
Cc1ccc(/C=N/NC(=O)c2ccco2)s1	-2.2%	-11.2
O=C(NCCn1cc(SCc2ccc(F)cc2)c2ccccc21)c1c(F)cccc1F	-2.9%	/
c1ccc(Cn2ncc3c(Nc4ccccc4)ncnc32)cc1	0.9%	-10.4
O=C(c1ccccc1NS(=O)(=O)c1cccs1)N1CCOCC1	0.7%	-4.7
O=C(OCc1cccc([N+](=O)[O-])c1)c1ccc2ccccc2n1	-4.1%	-19.0
O=c1c2ccccc2oc2nc(-c3ccco3)n(-c3ccccc3)c(=O)c12	4.7%	-2.9
C=COCCNC(=S)N1CCOCCOCCN(C(=S)NCCOC=C)CCOCC1	-2.0%	1.6
CCNc1ccc(S(=O)(=O)N(C)C)cc1NCC(=O)Nc1ccc(Br)cc1F	2.2%	-11.1
COc1ccc(OCC(=O)Nn2c(-c3ccc(C)cc3)nc3ccccc3c2=O)cc1	-2.0%	7.3
O=C(O)c1ccc(-n2nc(C(F)(F)F)c3c2CCCC3)cc1	-5.3%&1.6%	10.6&7.7
Cn1c(C(=O)N2CCOCC2)cnc1Sc1ncc(C(F)(F)F)cc1Cl	1.1%	/
Fc1ccc(NC(=S)Nc2cccnc2)c(F)c1F	0.0%	-12.8
Cc1ccc(-n2ncc3c(=O)n(CC(=O)N4CCN(c5ccccc5F)CC4)cnc32)cc1C	-1.2%	-7.0
CC(C)=CCC/C(C)=C/CC/C(C)=C/CC/C(C)=C/CC1=C(C)C(=O)c2ccccc2C1=O	-0.2%	/
COc1ccc(NC(=O)c2ccc(NC(=O)CSc3nccc(=O)[nH]3)cc2)cc1	2.6%	-16.5
N#CCCn1cc(C(=O)NCc2ccccc2)c(-c2ccccc2)n1	-6.2%	-13.5
COc1ccc(/C=N/NC(=S)NCc2ccccc2)cc1OC	4.9%	-10.3
COCCCNc1c2c3c(cccc3[nH]c1=O)C(=O)c1ccccc1-2	-7.5%	-4.2
CS(=O)(=O)N(CC(=O)Nc1ccc2c(c1)OCO2)c1ccc2c(c1)OCO2	-1.2%	/
CS(=O)(=O)c1ccc2nc(NC3(C(F)(F)F)N=C4SCCN4C3=O)sc2c1 (configuration not stated)	-7.2%	1.3
COc1ccc(C(=O)N2CCN(S(=O)(=O)c3ccc(C)cc3C)CC2)cc1OC	4.6%	10.7
COc1ccc(-n2ccnc2SCC(=O)NCc2ccccc2)c(OC)c1	1.1%	-10.8
CC(C)(C)C(=O)Nc1ccc(-c2cc3cc(Cl)ccc3o2)cc1	-1.4%	6.1
CN(C)S(=O)(=O)c1ccc(Cl)c(NC(=O)CSc2nc3ccccc3c(=O)n2CCCN2CCOCC2)c1	-4.4%	-2.0
COC(=O)c1[nH]c(C)c(/C(O)=C2\C(=O)C(=O)N(CCN3CCOCC3)C2c2ccco2)c1C (configuration not stated)	4.2%	/
CCOc1ccc(CNC(=O)CCc2cn(C)c3ccccc23)cc1OC	0.1%	-13.7
CCOC(=O)c1cccc(N/C=C/C(=O)c2ccc(OC)c(OC)c2)c1	5.0%	-3.7
Cc1ccc(C(=O)NNC(=S)NC(=O)c2ccc(Cl)cc2Cl)cc1	3.0%	/
CCN1CCCC1CN(Cc1cc2ccc(C)cc2[nH]c1=O)C(=S)Nc1ccc(F)cc1 (configuration not stated)	-4.7%	-9.1
Cc1c(NC(=O)CN2C(=O)NC(C)(c3ccccc3)C2=O)c(=O)n(-c2ccccc2)n1C (configuration not stated)	3.8%	/
O=[N+]([O-])c1ccccc1SNc1ccccn1	7.5%	/
CCOC(=O)N1CCC(NC(=O)Cc2cn(C)c3ccccc23)CC1	4.9%	17.0
O=C(NN1C(=O)C2C(c3ccccc3)C=CC(c3ccccc3)C2C1=O)c1ccccc1 (configuration not stated)	1.8%	/
COc1ccc(CCNC(=O)C2CCN(c3ccc(N4CCOCC4)nn3)CC2)c(OC)c1	2.4%	/

Taken from the results shown for reference:
compound	M. tuberculosis GlmU	Mtb RmlCD inh
CS(=O)(=O)c1ccc2nc(NC3(C(F)(F)F)N=C4SCCN4C3=O)sc2c1 (configuration not stated)	-7.2%	1.3
COc1ccc(C(=O)N2CCN(S(=O)(=O)c3ccc(C)cc3C)CC2)cc1OC	4.6%	10.7

(list continues)
compound	M. tuberculosis GlmU	Mtb RmlCD inh
CCOc1cc(S(=O)(=O)Nc2ccccn2)ccc1F	0.6%	5.2
OC1CCN(c2c3c(nc4cc(-c5ccc(F)cc5)nn24)CCC3)CC1	-1.9%	6.0
O=C(/C=C/c1ccco1)NCC(=O)N/N=C/c1ccc([N+](=O)[O-])cc1	-3.6%	5.7
Cc1nc2ccccc2nc1OCc1cccc(Cl)c1	2.1%	8.6
C[N+]1(C)C2CCC1CC(OC(=O)C(CO)c1ccccc1)C2 (configuration not stated)	0.0%	5.6
O=C(O)c1ccc(-c2nc(-c3ccccc3)cs2)cc1	3.8%	-6.3
COc1ccc(C(=O)NCC(=O)NCC(=O)OCC(=O)c2cccs2)cc1	3.7%	-11.2
COCCCNC(=O)CN1C(=O)CSc2ncccc21	-0.7%	-2.5
COc1c2ccccc2c(OC)c2ccccc12	-0.3%	-9.6
O=S(=O)(Cc1c(F)cccc1Cl)c1ncn[nH]1	-0.9%	-9.4
Cc1ccc(C(=O)NNC2=Nc3cc([N+](=O)[O-])ccc3OC2)cc1	-1.7%	-10.7
CCOC(=O)NC1(C(F)(F)F)C(=O)NC(C)=C1C(=O)OC (configuration not stated)	-9.2%	8.9
FC(F)(F)c1cnc(N2CCSCC2)c(Cl)c1	4.9%	6.2
CCOC(=O)c1c(C)[nH]c(C)c1C(=O)COC(=O)/C=C/c1cccc(F)c1	-3.1%	65.5
Cc1cc(C)cc(C(=O)NC(CC(N)=O)c2ccc(NC3CCCCCC3)c([N+](=O)[O-])c2)c1 (configuration not stated)	2.6%	/
COc1ccccc1-n1c(SCC(=O)c2ccc(O)cc2O)nc2cc([N+](=O)[O-])ccc21	8.4%	83.2
Cc1nn(CCC#N)c(C)c1Oc1ccccc1O	0.6%	/
Cc1ccc(C)c(OCC(=O)Nc2cc(C)on2)c1	8.4%	-9.0
O=C1c2cccc3c(O)ccc(c23)C(=O)N1Cc1ccccc1	4.6%	4.5
CC(C)c1onc(C(=O)Nc2cccnc2Cl)c1[N+](=O)[O-]	0.9%	-6.3
O=C(c1ccccc1)N1CCN(C2c3cccc4cccc(c34)C2NS(=O)(=O)c2ccccc2)CC1 (configuration not stated)	1.5%	15.4
COc1cccc(Nc2c(F)c(F)c(F)c(F)c2C(=O)O)c1	-0.1%	1.2
CCOC(=O)c1cnc(SC)nc1Sc1cc(Cl)ccc1Cl	2.9%	22.6
O=S(=O)(/N=C(\Sc1ccc(Cl)cc1)c1ccccc1)c1ccccc1	-2.2%	6.9
Cn1c(=O)n(C)c2cc([N+](=O)[O-])c(N3CCN(C(=O)c4cccc(Cl)c4)CC3)cc21	-0.9%	-8.1
CCC(Sc1nc2cc3c(cc2c(=O)n1Cc1ccco1)OCO3)C(=O)Nc1cccc(OC)c1 (configuration not stated)	0.6%	/
Cc1ccc(N2C(=O)C(O)(C(F)(F)F)C3=C2CC(C)(C)CC3=O)cc1 (configuration not stated)	5.7%	-9.1
CCOC(=O)c1cc(-c2ccccc2)nn1CC1CC(c2ccc(Cl)cc2)=NO1 (configuration not stated)	-4.0%	/
CCN(CC)c1ccc(/C=N/NC(=O)c2cnccn2)cc1	-2.3%	-5.4
O=C(NC1CCCCC1)C(c1ccc2ncccc2c1)N(Cc1ccc2c(c1)OCO2)C(=O)c1ccc2c(c1)OCCO2 (configuration not stated)	2.4%	0.7
Cc1cc(/C=C2\NC(=O)NC2=O)c(C)n1-c1cccnc1	-0.4%	6.6
CCn1c(=N)n(CC(=O)c2ccc(Br)s2)c2ccccc21	-4.1%	/
O=C(/C=C/c1ccc([N+](=O)[O-])cc1)NC1CC2CCC1C2 (configuration not stated)	-3.0%	/
CSc1oc(-c2ccccc2)nc1S(=O)(=O)c1ccc(C)cc1	8.9%	47.5
O=c1sc(N2CCN(c3ccccc3F)CC2)nc2ccsc12	-2.9%	9.5
Cc1ccc(S(=O)(=O)N2CCOCC2)cc1C(=O)NCCCn1ccnc1	/	15.0
COc1ccc(/C=C2\SC(=S)N(CCCC(=O)Nc3ccc(O)cc3)C2=O)cc1	-2.5%	-12.1
CC(C)C12CN3CCN(CC(C3)C1O)C2 (configuration not stated)	/	-6.6
COc1ccc(-c2ccnc3nc(N4CCOCC4)nn23)cc1	10.3%	1.5
CCOC(=O)Cn1cc([N+](=O)[O-])nc1[N+](=O)[O-]	-2.2%	7.1
CCc1nnc(NC(=O)c2cccc(S(=O)(=O)N3CCc4ccccc43)c2)s1	-2.3%	-8.4
Cc1cc(C)c2c(=O)[nH]n(C3CCOC(C)(C)C3)c2n1 (configuration not stated)	4.3%	49.7

An excerpt (hit frequency here may not be typical).
